Screening data (PubChem BioAssay)
GSTO1 inh: blocks human GSTO1 in RBBP9 counter-screen | recombinant GSTO1, activity-based probe fluorescence polarization | inhibition, % at 5.96 µM | P78417 | 300,000 tested, 1.1% active | AID 1974;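 active = inhibition above the campaign mean inhibition plus 3 SD, cut at about 35% in these data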;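 also: 0% = GSTO1-1 with DMSO and 100% = wells lacking GSTO1-1 enzyme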
PAFAH1B3 FP inh: PAFAH1B3 (human) inhibition; 340,000 tested, 0.28% active; Q15102; recombinant PAFAH1B3, FP-rhodamine probe, fluorescence polarization; inhibition, % at 3.39 µM;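 active = inhibition above the screen-wide average of all tested compounds plus 3 SD, cut at about 25% in these data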;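 also: 0% = enzyme with DMSO only and 100% = wells lacking PAFAH1B3 protein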
PAFAH1B2 FP inh: blocks human PAF acetylhydrolase 1b catalytic subunit 2; P68402; recombinant PAFAH1B2, FP-rhodamine activity probe, fluorescence polarization; inhibition, % at 3.39 µM; 340,000 tested, 1.2% active; AID 492953;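 active = inhibition above the mean of all tested compounds plus 3 SD, cut at about 24% in these data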;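 also: 0% = enzyme with DMSO and 100% = wells lacking PAFAH1B2; many of its hits are not listed in these tables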
Target sequence (P68402 whole entry, looked up): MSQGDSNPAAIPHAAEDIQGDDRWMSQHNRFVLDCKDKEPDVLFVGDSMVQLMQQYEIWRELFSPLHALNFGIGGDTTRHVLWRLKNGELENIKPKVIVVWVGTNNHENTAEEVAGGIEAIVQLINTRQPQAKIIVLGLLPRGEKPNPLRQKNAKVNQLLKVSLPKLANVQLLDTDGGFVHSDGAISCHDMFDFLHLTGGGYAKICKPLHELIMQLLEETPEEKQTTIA
LYPLA2 counter: LYPLA2 (human) inhibition in PME1 counter-screen; AID 2177; inhibition, % at 5.9 µM; recombinant LYPLA2, FP-Rh probe fluorescence polarization; O95372; 320,000 tested, 0.38% active;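 active = inhibition above the screen-wide mean plus 3 SD, limit set per campaign, cut at about 26% in these data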;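 also: 0% = LYPLA2 with DMSO and 100% = wells lacking LYPLA2 enzyme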
Target sequence (O95372 whole entry, looked up): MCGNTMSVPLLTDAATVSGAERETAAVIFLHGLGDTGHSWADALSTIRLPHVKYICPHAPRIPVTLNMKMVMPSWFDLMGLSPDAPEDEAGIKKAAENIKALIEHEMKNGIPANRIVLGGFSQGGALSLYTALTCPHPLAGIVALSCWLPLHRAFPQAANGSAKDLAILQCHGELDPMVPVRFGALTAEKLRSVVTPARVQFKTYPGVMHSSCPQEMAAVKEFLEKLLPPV
PAFAH2 FP inh: PAFAH2 (human) inhibition; 340,000 tested, 0.99% active; Q99487; recombinant PAFAH2, FP-rhodamine activity probe, fluorescence polarization; AID 492956; inhibition, % at 3.39 µM;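 active = inhibition above the mean over all tested compounds plus 3 SD, cut at about 30% in these data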;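 also: inhibitors block probe labeling of enzyme so polarization drops; 0% = enzyme with DMSO and 100% = wells lacking PAFAH2 protein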
pPAFAH FP inh: inhibitors of human plasma PAF acetylhydrolase (pPAFAH); Q13093; recombinant pPAFAH, FP-rhodamine probe fluorescence polarization; inhibition, % at 3.39 µM; 330,000 tested, 1.5% active; AID 463082;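 active = inhibition above the mean inhibition across the screen plus 3 SD, cut at about 25% in these data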;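 also: inhibitors block binding of the rhodamine activity-based probe so polarization drops; 0% = enzyme with DMSO and 100% = wells lacking pPAFAH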
PME-1 primary: blocks human protein phosphatase methylesterase 1 | Q9Y570 | recombinant PME-1, FP-Rh probe fluorescence polarization | inhibition, % at 5.9 µM | 320,000 tested, 0.53% active | AID 2130;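 active = inhibition above the campaign mean of all compounds plus 3 SD, cut at about 26% in these data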;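 also: competitive labeling of PME-1 active site by serine hydrolase directed probe; 0% = PME-1 with DMSO and 100% = wells lacking PME-1 enzyme; inhibitors block probe labeling so polarization falls and inhibition rises; many of its hits are not listed in these tables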
LYPLA1 counter: blocks human lysophospholipase 1, a PME1 counter-screen; O75608; 320,000 tested, 0.16% active; inhibition, % at 5.9 µM; recombinant LYPLA1, FP-Rh probe fluorescence polarization;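 active = inhibition above the mean of all tested compounds plus 3 SD, set per campaign, cut at about 14% in these data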;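 also: inhibitors block serine hydrolase probe labeling of LYPLA1 so polarization falls; 0% = enzyme with DMSO and 100% = wells lacking LYPLA1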
PAD4 inh: blocks human protein arginine deiminase 4; 330,000 tested, 0.41% active; recombinant PAD4, RCA probe fluorescence polarization; Q9UM07; inhibition, % at 6.36 µM;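 active = percent inhibition above a cutoff equal to the mean of all tested compounds plus 3 SD, cut at about 15% in these data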;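 also: 0% = PAD4 with RCA probe and DMSO and 100% = probe without PAD4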
Target sequence (Q9UM07 whole entry, looked up): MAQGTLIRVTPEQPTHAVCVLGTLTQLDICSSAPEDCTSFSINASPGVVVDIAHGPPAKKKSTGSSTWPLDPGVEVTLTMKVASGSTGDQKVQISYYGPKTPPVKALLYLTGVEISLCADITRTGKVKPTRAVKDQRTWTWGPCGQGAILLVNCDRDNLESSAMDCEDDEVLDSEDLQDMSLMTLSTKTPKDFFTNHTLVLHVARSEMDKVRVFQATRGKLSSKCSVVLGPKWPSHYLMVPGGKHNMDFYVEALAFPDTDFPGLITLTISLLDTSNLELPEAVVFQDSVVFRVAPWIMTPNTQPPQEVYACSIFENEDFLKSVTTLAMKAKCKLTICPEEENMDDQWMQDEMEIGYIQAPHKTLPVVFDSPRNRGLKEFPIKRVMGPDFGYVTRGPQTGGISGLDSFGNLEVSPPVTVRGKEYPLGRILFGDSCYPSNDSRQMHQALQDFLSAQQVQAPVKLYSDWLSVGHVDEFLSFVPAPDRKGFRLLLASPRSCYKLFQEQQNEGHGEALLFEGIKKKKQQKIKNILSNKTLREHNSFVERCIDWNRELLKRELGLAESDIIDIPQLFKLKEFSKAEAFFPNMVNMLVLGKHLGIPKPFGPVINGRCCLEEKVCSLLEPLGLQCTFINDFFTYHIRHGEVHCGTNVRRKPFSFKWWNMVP
Numbers without * were called inactive; x = no result given.

1) COc1ccc(N2CCN(C(=O)c3ccc(SC)cc3OC)CC2)cc1
2) Cc1ccc(OCC(=O)Nc2ccc3oc(=O)ccc3c2)cc1C
3) COc1ccc2nc(-c3ccccc3)cc(C(=O)OCC(=O)N3CC(C)OC(C)C3)c2c1 (stereo not given)
4) C/C=C\C(=O)Nc1cccc(C2=NOC3(C2)C[C@H](C(N)=O)N(C(=O)Cc2ccc([N+](=O)[O-])cc2)C3)c1 (stereo not given in full)
5) COc1ccc(S(=O)(=O)Nc2cccnc2)c(C)c1C
6) CC1CCN(c2ccc(C(=O)Nc3nnc(C4CC4)s3)cc2[N+](=O)[O-])CC1
7) Cc1cc2oc(=O)cc(CN3CCN(S(=O)(=O)/C=C/c4ccccc4)CC3)c2cc1C
8) CCc1cccc(C)c1NC(=O)CSc1nnc(-c2ccco2)n1N

Screen / compound no.,1,2,3,4,5,6,7,8
GSTO1 inh,5,2,x,5,1,-4,-2,2
PAFAH1B3 FP inh,4,5,5,3,7,-3,4,5
PAFAH1B2 FP inh,4,0,-3,3,-5,3,-5,-6
LYPLA2 counter,9,0,-6,-7,-6,1,3,-2
PAFAH2 FP inh,-4,-4,-12,1,-3,2,-5,5
pPAFAH FP inh,4,4,4,1,-2,4,-4,-2
PME-1 primary,7,-17,-1,-6,-2,-1,-4,9
LYPLA1 counter,-5,0,-10,-2,2,1,-6,0
PAD4 inh,0,2,-1,-1,-1,-1,-2,-1

Some values from above.
PME-1 primary result of COc1ccc(S(=O)(=O)Nc2cccnc2)c(C)c1C reads -2
pPAFAH FP inh result of Cc1ccc(OCC(=O)Nc2ccc3oc(=O)ccc3c2)cc1C reads 4
pPAFAH FP inh result of C/C=C\C(=O)Nc1cccc(C2=NOC3(C2)C[C@H](C(N)=O)N(C(=O)Cc2ccc([N+](=O)[O-])cc2)C3)c1 (stereo not given in full) reads 1
PAFAH1B2 FP inh result of COc1ccc2nc(-c3ccccc3)cc(C(=O)OCC(=O)N3CC(C)OC(C)C3)c2c1 (stereo not given) reads -3

More entries:
9) Cc1cc(NC(=O)/C=C/c2ccco2)ccc1NC(=O)c1ccccc1
10) CCn1c(CNC(=O)c2ccc(OC)c(OC)c2)nnc1SCC(=O)Nc1ccc(OC)cc1
11) Cc1ccc(-c2csc(-c3cc(C)on3)n2)cc1
12) COc1ccc(S(=O)(=O)N2Cc3ccccc3CC2C(=O)N2CCOCC2)cc1OC (stereo not given)
13) CCOc1ccc2cc(S(=O)(=O)N3CCOCC3)ccc2c1
14) COc1ccc(NC(=O)C2CC(=O)N(C(C)C)C2)cc1 (stereo not given)
15) NNC(=O)C1COc2cc3ccccc3cc2O1 (stereo not given)
16) CCOc1ccc(NS(=O)(=O)c2cc(C)c(C)cc2C)cc1

Screen / compound no.,9,10,11,12,13,14,15,16
GSTO1 inh,-10,7,-4,3,6,-5,1,9
PAFAH1B3 FP inh,1,7,13,1,15,10,5,1
PAFAH1B2 FP inh,9,2,7,-4,1,8,3,-1
LYPLA2 counter,-2,-1,1,2,5,-2,-3,2
PAFAH2 FP inh,3,1,-2,-8,-6,0,15,2
pPAFAH FP inh,6,-2,-4,1,0,0,-1,3
PME-1 primary,-8,7,0,-2,5,3,5,5
LYPLA1 counter,-2,0,-3,1,2,1,-3,-4
PAD4 inh,1,0,-2,-4,3,-5,-5,1

17) O=C(CCNS(=O)(=O)c1cccc2nonc12)NCCc1ccc(Cl)cc1
18) O=C(COC(=O)CNS(=O)(=O)c1ccc(Br)cc1Cl)Nc1ccc(N2CCOCC2)cc1
19) COc1ccc(/C=C(\C#N)C(=O)Nc2cc(C)c(Cl)cc2OC)cc1O
20) COc1ccccc1N1CCN(C(=O)C2CCN(S(=O)(=O)c3ccccc3F)CC2)CC1
21) CCC(=O)c1ccc(O)cc1
22) COc1ccc(/C=N/NC(=O)c2ccc(F)cc2)cc1CN1CCc2cc(OC)c(OC)cc2C1C (stereo not given)
23) CCOC(=O)COc1cccc2c(=O)n(CC(=O)NCc3ccccc3)ccc12
24) CC(C)(C)n1ncc2c(=O)n(CC(=O)N3CCc4ccccc43)cnc21

Screen / compound no.,17,18,19,20,21,22,23,24
GSTO1 inh,0,13,14,x,6,4,-1,-2
PAFAH1B3 FP inh,2,4,-11,-1,11,-1,2,2
PAFAH1B2 FP inh,20,14,-5,3,1,2,4,1
LYPLA2 counter,9,2,-4,2,5,-14,0,-3
PAFAH2 FP inh,0,3,-9,6,-4,-8,1,3
pPAFAH FP inh,2,4,2,-2,-1,4,-2,-2
PME-1 primary,4,0,-6,16,1,0,4,-1
LYPLA1 counter,1,2,-4,3,4,-8,-1,-1
PAD4 inh,-2,1,-2,0,-3,-2,-2,2

Filtered by structure: the compounds so far with a nitro group on carbon
4) C/C=C\C(=O)Nc1cccc(C2=NOC3(C2)C[C@H](C(N)=O)N(C(=O)Cc2ccc([N+](=O)[O-])cc2)C3)c1 (stereo not given in full)
6) CC1CCN(c2ccc(C(=O)Nc3nnc(C4CC4)s3)cc2[N+](=O)[O-])CC1

Screen / compound no.,4,6
GSTO1 inh,5,-4
PAFAH1B3 FP inh,3,-3
PAFAH1B2 FP inh,3,3
LYPLA2 counter,-7,1
PAFAH2 FP inh,1,2
pPAFAH FP inh,1,4
PME-1 primary,-6,-1
LYPLA1 counter,-2,1
PAD4 inh,-1,-1

Next section
25) CC(C(=O)Nc1ccccc1)c1ccc(-c2ccccc2)c(F)c1 (stereo not given)
26) Cc1cnc(NC(=O)c2cncc(Br)c2)s1
27) CCOc1ccc(N2C(=O)CC(N(Cc3ccco3)C(=O)CCC(=O)O)C2=O)cc1 (stereo not given)
28) CC(=O)N/C(=C\c1cccc([N+](=O)[O-])c1)C(=O)NC1CCCCC1
29) COCc1[nH]nc2c1C(c1sccc1C)C(C#N)=C(N)O2 (stereo not given)
30) CN(CC(=O)Nc1ccccc1Cl)CC(=O)Nc1sc2c(c1C(N)=O)CCC2
31) CC1CC(C)(C)N2C(=O)C3(Nc4ccccc4S3)c3cccc1c32 (stereo not given)
32) COc1ccc(NC(=O)CSc2nc3sc(C)c(C)c3c(=O)n2Cc2ccco2)cc1

Screen / compound no.,25,26,27,28,29,30,31,32
GSTO1 inh,-7,12,7,4,21,-6,4,1
PAFAH1B3 FP inh,-6,9,5,-2,9,6,1,5
PAFAH1B2 FP inh,-4,3,5,9,2,2,10,2
LYPLA2 counter,-25,11,7,13,-3,5,2,3
PAFAH2 FP inh,-7,6,-2,6,4,10,7,-2
pPAFAH FP inh,0,-1,-1,-1,-6,7,10,11
PME-1 primary,-17,0,3,-1,-1,22,5,2
LYPLA1 counter,-15,3,3,8,2,1,1,-1
PAD4 inh,-4,-1,-4,-2,-2,1,23*,-7

33) COc1ccc(OC)c(C(=O)/C=C/c2cccnc2)c1
34) Cc1ccc(-c2nnnn2-c2ccccc2C(=O)O)cc1
35) CCCCc1nccn1CCn1ccnc1CCCC
36) CCOc1cc(-c2c(C#N)c(=O)[nH]c3c2c(C)nn3-c2ccc(F)cc2)ccc1O
37) O=C(Cn1cnc2c(nnn2Cc2ccccc2)c1=O)c1ccc(Cl)cc1
38) CN(Cc1ccccc1)C(=O)COC(=O)c1ccc(S(=O)(=O)N(C)C)cc1
39) CCC(C(=O)OCC(=O)Nc1cc(Cl)ccc1Cl)c1ccccc1 (stereo not given)
40) CCN(CC1CCCN(CCc2cccc(F)c2)C1)C(=O)c1cc2ccccc2o1 (stereo not given)

Screen / compound no.,33,34,35,36,37,38,39,40
GSTO1 inh,-5,2,-6,-10,0,-3,-3,3
PAFAH1B3 FP inh,2,1,6,-1,12,8,3,5
PAFAH1B2 FP inh,4,2,0,1,1,0,12,5
LYPLA2 counter,-3,4,-2,9,5,-3,-8,6
PAFAH2 FP inh,-6,-2,4,2,4,9,-2,3
pPAFAH FP inh,0,1,1,2,2,7,1,4
PME-1 primary,2,5,1,6,-2,1,-4,2
LYPLA1 counter,-1,-1,-4,1,-2,0,-8,4
PAD4 inh,-2,-1,-4,1,1,1,0,3

41) COc1ccc(N2CCN(C(CNC(=O)C(C)(C)C)c3cccnc3)CC2)cc1 (stereo not given)
42) CCc1c(O)nc(SCC(=O)N2CCOCC2)n(-c2ccccc2)c1=O
43) COC(C/C=C/[C@@H](O)[C@@H](C)OCc1ccccc1)OC
44) C[C@H](O)C(=O)C1=Nc2c(nc(N)[nH]c2=O)NC1
45) Cc1cc2oc(=O)c3c(c2cc1OC(=O)c1ccco1)CCCC3
46) O=C(Nc1nccs1)c1ccc(N2C(=O)C3CCCCC3C2=O)cc1 (stereo not given)
47) COc1ccc(COCC(O)CN2CCC(C(N)=O)CC2)cc1OC (stereo not given)
48) COc1ccc(C(C(=O)NC(C)(C)C)N(C[C@H]2CC[C@@H]([C@@H]3CC[C@H](CO)O3)O2)C(=O)c2ccccc2)cc1 (stereo not given in full)

Screen / compound no.,41,42,43,44,45,46,47,48
GSTO1 inh,5,-1,7,1,1,-1,1,x
PAFAH1B3 FP inh,10,-1,-9,9,-2,1,10,4
PAFAH1B2 FP inh,-4,2,-4,-2,2,1,0,3
LYPLA2 counter,1,0,5,-2,6,3,3,x
PAFAH2 FP inh,-3,5,2,6,2,5,6,2
pPAFAH FP inh,5,-2,5,2,3,4,-7,2
PME-1 primary,10,10,3,-4,6,0,6,x
LYPLA1 counter,0,1,3,-3,8,0,3,x
PAD4 inh,11,8,2,1,-2,5,5,1

49) Cc1ccccc1S(=O)(=O)Nc1ncnc2ccccc12
50) CCC(c1nnnn1C(C)(C)C)N(Cc1cccs1)Cc1cc2cc(C)c(C)cc2n2nnnc12 (stereo not given)
51) COc1ccc(N2CCN(S(=O)(=O)c3c(C(=O)N4CCOCC4)c(C)n(C)c3C)CC2)cc1
52) O=C(O[C@H]1[C@H](Cc2ccccc2)NS(=O)(=O)[C@H]2C[C@@H]3C=C[C@]12O3)c1ccc([N+](=O)[O-])cc1
53) CC1CCN(S(=O)(=O)c2ccc(NC(=O)Cc3cccs3)cc2)CC1
54) OCCN1CCN(CC/C=C2/c3ccccc3CSc3ccccc32)CC1
55) NC(=O)c1cc(S(=O)(=O)Nc2ccccc2)cs1
56) CCCCn1c(-c2csc3c2CCC(C)C3)n[nH]c1=S (stereo not given)

Screen / compound no.,49,50,51,52,53,54,55,56
GSTO1 inh,5,12,9,x,5,6,5,-3
PAFAH1B3 FP inh,10,x,6,9,-1,x,3,6
PAFAH1B2 FP inh,2,x,4,0,31*,x,2,8
LYPLA2 counter,-2,3,0,9,1,-2,-3,-2
PAFAH2 FP inh,-7,x,-3,-7,2,x,3,5
pPAFAH FP inh,3,-4,-4,2,13,-3,8,2
PME-1 primary,-1,-3,-6,-3,-2,3,-2,1
LYPLA1 counter,0,-1,0,1,-1,-4,-1,-2
PAD4 inh,-5,-5,0,1,-10,1,-1,5

57) NS(=O)(=O)c1ccc(NC(=O)CCc2ccccc2)cc1
58) Cn1c(=O)c2c(ncn2CC(=O)N/N=C/C=C/c2ccccc2[N+](=O)[O-])n(C)c1=O
59) O=C1CCCC2=C1C(c1ccncc1)Nc1ccccc1N2 (stereo not given)
60) C=CCOc1ccc(/C(O)=C2\C(=O)C(=O)N(CCOC)C2c2cccnc2)cc1 (stereo not given)

Screen / compound no.,57,58,59,60
GSTO1 inh,-1,3,3,11
PAFAH1B3 FP inh,-7,x,3,1
PAFAH1B2 FP inh,4,x,-3,-5
LYPLA2 counter,2,4,0,5
PAFAH2 FP inh,-4,x,-5,-2
pPAFAH FP inh,2,0,6,1
PME-1 primary,-4,-4,-5,-6
LYPLA1 counter,1,-3,0,1
PAD4 inh,-1,2,-5,4

Not all compounds are listed; rates above refer to the full screens.
